# L3MBTL1 block: blocks human L3MBTL1; Q9Y468; AlphaScreen L3MBTL1–H3K9me1 peptide binding; Potency, µM (doses to about 57.1 µM), inactives show at the highest dose activity, negative = inhibition, hits mostly inhibitors; 230,000 compounds, 0.66% hits; further: nearly all actives have a fitted effect of over 60% in size
#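 First, the protein-peptide complex forms for 30 min at room temperature (L3MBTL1 50 nM, biotinylated H3K9me1 peptide 75 nM). Next, compounds are pin-transferred and incubated 30 min. Finally, AlphaScreen beads are added and read after 30 min.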
# Tau FP inhib: tau fibrillization inhibition (FP). K18 P301L tau heparin fibrillization, Alexa594 FP, 6 h. Potency, µM (highest dose often 57.7 µM), inactives show at the highest dose activity, negative = inhibition, hits mostly inhibitors. 280,000 compounds, 0.39% hits. AID 1468; further: nearly all actives have a fitted effect of over 55% in size
# Target sequence (P10636 561-689 P618L limits assumed): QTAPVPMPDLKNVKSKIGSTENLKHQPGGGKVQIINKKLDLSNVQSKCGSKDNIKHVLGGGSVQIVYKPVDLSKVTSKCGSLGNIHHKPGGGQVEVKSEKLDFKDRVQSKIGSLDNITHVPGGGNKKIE
#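 Read-out: fluorescence polarization of Alexa 594-labeled tau (0.24 uM), 555 nm excitation, 632 nm emission. Mixtures held 15 uM unlabeled K18 P301L, compound and 20 uM heparin, pH 7 acetate buffer, incubated 6 hr at 37 C.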
# RECQ1 helicase: blocks DNA unwinding by human RECQ1; P46063; RECQ1 DNA unwinding, red fluorescence kinetic read; Potency, µM (titrated, usually from 57.3 µM), inactives show top-dose activity, negative = inhibition, usual class: inhibitors; 240,000 compounds, 0.54% hits; AID 2549;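 further: plate controls were vehicle for no effect and no enzyme for full effect; nearly all actives have a fitted effect of over 30% in size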
#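 RECQ1T1 50 nM; forked duplex (20 bp + 30-nt ss tails) 200 nM, ATP 2 mM final; pH 8.0, 2 mM MgCl2, 2.5 ug/ml poly(dI-dC); 15 min compound preincubation; discontinuous kinetic read over 2 h at RT.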
# TexasRed fluor: alters Texas Red total fluorescence, flagging assay interference | TRb/SRC2 Texas Red total fluorescence interference | Potency, µM (doses to about 106 µM), without a hit: at the top dose fluorescence change, negative = quenching | 280,000 compounds, 0.29% hits | AID 1479; active means well fitted curve in either direction with a large enough effect; inconclusive means small, poorly fitted or top-dose-only effect
#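 Flags fluorescent or light-absorbing compounds by total fluorescence, S + 2P, at 555 nm excitation and 632 nm emission. Mixture: 20 nM Texas Red SRC2 peptide, 0.6 uM human TRb LBD, 1 uM T3, 5% DMSO; compound exposure 5 h at ambient temperature.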
# KDM4E inh: JMJD2E (human) inhibition | Potency, µM (titrated, usually from 57.1 µM), inactives show top-dose activity change, negative = inhibition, usual class: inhibitors | 230,000 compounds, 1.6% hits | B2RXH2 | JMJD2E catalytic domain, FDH-coupled NADH fluorescence (FDH is formaldehyde dehydrogenase) | AID 2147; active means well fitted inhibition curve with a large enough effect, not every such curve was filed as active; inconclusive means small, poorly fitted or top-dose-only effect, or another doubt; inactive means no such curve, though single readings can be large or run the other way;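 further: 0% = wells with enzyme and -100% = buffer wells without enzyme; nearly all actives have a fitted effect of over 50% in size; many of its hits are not listed in these tables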
# Target sequence (B2RXH2 1-337 limits assumed): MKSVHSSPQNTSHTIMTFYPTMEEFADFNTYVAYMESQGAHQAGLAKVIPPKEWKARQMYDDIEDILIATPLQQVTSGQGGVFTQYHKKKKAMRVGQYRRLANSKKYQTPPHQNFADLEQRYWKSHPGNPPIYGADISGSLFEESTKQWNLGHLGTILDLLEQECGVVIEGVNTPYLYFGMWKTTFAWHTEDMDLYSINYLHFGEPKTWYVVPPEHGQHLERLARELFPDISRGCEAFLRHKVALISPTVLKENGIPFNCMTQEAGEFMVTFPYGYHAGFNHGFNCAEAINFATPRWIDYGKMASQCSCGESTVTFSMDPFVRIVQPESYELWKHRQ
# GoLoco inh red: RGS12 GoLoco-Gai1 interaction inhibition; P63096; Gai1:RGS12 GoLoco peptide FP, rhodamine, 10 min; Potency, µM (titrated, usually from 61.6 µM), for the others: at the top dose activity, negative = inhibition, hits mostly inhibitors; 230,000 compounds, 0.44% hits; AID 880; active means well fitted inhibition curve with a large enough effect, not every such curve was filed as active; inactive means no such curve, though single readings can be large or run the other way; further: nearly all actives have a fitted effect of over 30% in size; many of its hits are not listed in these tables
# Target sequence (P63096 whole entry, looked up): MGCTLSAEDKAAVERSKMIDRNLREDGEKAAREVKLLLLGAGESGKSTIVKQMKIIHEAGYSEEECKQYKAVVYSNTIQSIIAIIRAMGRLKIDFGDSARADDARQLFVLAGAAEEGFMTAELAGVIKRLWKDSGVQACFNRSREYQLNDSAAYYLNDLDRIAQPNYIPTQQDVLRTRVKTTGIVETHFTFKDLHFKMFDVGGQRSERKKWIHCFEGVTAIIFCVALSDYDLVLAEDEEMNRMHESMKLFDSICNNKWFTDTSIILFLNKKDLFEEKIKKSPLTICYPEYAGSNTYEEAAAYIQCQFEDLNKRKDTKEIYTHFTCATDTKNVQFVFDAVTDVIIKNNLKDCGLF
# TRb-SRC2 inh: TRbeta-SRC2 interaction inhibition | P10828 | TRbeta-SRC2 peptide binding, fluorescence polarization; receptor liganded with 1 µM T3 | Potency, µM (highest dose often 106 µM), for the others: top-dose activity change, negative = inhibition, actives largely listed as inhibitors | 280,000 compounds, 0.065% hits | AID 1469;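 further: plate controls were bound peptide for no effect and peptide without receptor for full effect; nearly all actives have a fitted effect of over 50% in size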
#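 Compounds were added to 0.6 uM TRb ligand-binding domain and 20 nM Texas Red-labeled SRC2 peptide in Tris buffer containing 1 uM T3, incubated 5 hr at ambient temperature, then read by fluorescence polarization.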
# Tau fibril ThT: inhibitors of human tau fibril formation, thioflavin T binding | 270,000 compounds, 2.1% hits | recombinant tau K18 P301L (four-repeat tau fragment), heparin-induced fibrillization, ThT fluorescence | Potency, µM (series often up to 57.4 µM), inactives show at the highest dose activity, negative = inhibition, actives largely listed as inhibitors | AID 1460; further: nearly all actives have a fitted effect of over 55% in size
#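 Aggregation was driven by heparin (20 uM final) acting on recombinant tau […] bearing P301L in 100 mM sodium acetate pH 7; fibrils were detected with Thioflavin T.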
# Starred values were filed as active, the others as inactive; i = inactive; ? = inconclusive; . = not tested or not shown; [ ] = dose if it differs, or a comment. Unless noted, the call rests on the fitted dose curve; in most records, active means well fitted curve in the direction sought with a large enough effect; inconclusive means small, poorly fitted or top-dose-only effect, or another doubt; inactive means no such curve, though single readings can be large; an effect the other way counts as inactive or inconclusive. Unless noted, on the % scale 0 is the no-effect control and ±100 the full control effect; potency means the concentration at half of the fitted maximal effect. This is a subset (hit frequency here may not be typical).
# Sequence of screens: L3MBTL1 block | Tau FP inhib | RECQ1 helicase | TexasRed fluor | KDM4E inh | GoLoco inh red | TRb-SRC2 inh | Tau fibril ThT
COc1ccc(C2CC(=O)Nc3c2c(=O)[nH]c2nc4ccccc4n32)cc1OC (stereo not given)
    . | 5.3% | . | 3.0% | . | . | -9.1% | -8.6%
N#Cc1c(N2CCCC(O)C2)nc(N)c2c(N)nc3c(c12)CC(=O)N3C12CC3CC(CC(C3)C1)C2 (stereo not given)
    ? | -18.2% | -3.5% | 0.5% | ? | 14.3% | -24.8% | ?
CCOC(=O)C1CCCN(c2c(C(=O)c3ccc(C)cc3)cnc3ccc(OCC)cc23)C1 (stereo not given)
    . | -11.6% | . | -5.7% | . | . | -1.4% | -16.9%
Fc1ccc2nc(N3CCOCC3)sc2c1
    . | -12.7% | -18.9% | 0.7% | 5.0% | -1.1% | 2.7% | 2.8%
CC(C)(C)C(=O)Nc1cccc(-c2cc(-c3c(Cl)cccc3Cl)no2)c1
    10.4% | ? | i | -3.0% | -4.1% | 50.2%[activator] | -4.5% | 7.2%
CC(=O)c1ccc(NC(=O)OCCN2CCN(Cc3ccccc3)CCC2=O)cc1
    . | -18.4%[81.3 µM] | i | -1.3% | . | 3.0% | 5.4% | -17.4%[81.4 µM]
O=C(CN1CCCC1)Nc1ccc(NC(=O)Nc2ccccc2Cl)cc1
    0.6% | 5.4% | -6.3% | -1.7% | 3.1% | 3.3% | 2.9% | -4.2%
COc1ccc2[nH]c3c(=O)n(CCc4ccccc4)cnc3c2c1
    -6.6% | -15.5% | -4.4% | -3.2% | ? | 6.1% | -2.4% | -12.3%
COc1ccc(C(=O)N/N=C(/C)c2ccc(N3CCCCC3)cc2)cc1
    -4.3% | 9.6% | 0.6% | -4.9% | 0.6% | 0.7% | -4.0% | ?
COc1ccc(CNC(=O)Cn2c(=O)nc(-c3ccccc3F)c3cc(Cl)ccc32)cc1
    . | -16.5% | . | 0.2% | . | . | 0.2% | 4.7%
Clc1cccc(Cl)c1-c1noc(-c2ccno2)n1
    18.4% | 4.2% | -2.2% | -2.0% | 1.7% | 4.0% | -0.8% | 0.0%
Cc1[nH]c2ccc(F)cc2c1CCNC(=O)c1cc2cc(Cl)ccc2oc1=O
    . | 2.3% | . | -0.9% | . | . | 4.3% | ?
CCCCCCCCCCCCOC(=O)C[N+](C)(C)C
    . | 9.4% | -7.6% | -3.9% | -12.0% | 4.5% | -2.8% | .
O=C(Nc1ccc(Cl)cc1)NC1CCCc2ccccc21 (stereo not given)
    2.1% | -14.6% | -2.0% | -2.5% | -3.0% | 3.7% | -15.5% | -7.7%
CCc1c(C)sc2c1CCN(Cc1cccc(F)c1)C2c1ccccc1 (stereo not given)
    . | 0.0% | . | 1.0% | . | . | -2.3% | -16.2%
c1cnc(N2CCN(c3cnccn3)CC2)nc1
    . | 3.3% | 7.9% | -1.1% | 1.0% | 1.3% | -7.7% | -9.5%
Cc1ccc(OCC(=O)N(Cc2ccc(Cl)cc2)Cc2ccco2)cc1C
    . | 2.7% | . | -23.7% | . | . | -6.5% | ?
Cc1ccc(S(=O)(=O)N2CCCCC2)cc1NC(=O)Cn1c(=O)cnc2ccccc21
    -0.8% | 3.2% | 9.5% | 1.2% | ? | 9.1% | 0.8% | 4.3%
Cc1cc(NC(=S)N(CCCN2CCN(C)CC2)Cc2ccco2)ccc1Cl
    2.4% | 4.0% | i | -1.1% | -8.3% | 0.0% | 1.7% | 0.9%
Cc1nn(C)c(Cl)c1CN1CCC(CO)(CC2CCCCO2)CC1 (stereo not given)
    1.8% | 8.0% | 12.9% | -0.8% | -2.5% | 9.0% | -0.3% | 2.4%
O=C(COC(=O)c1ccccc1)NCC1CCCO1 (stereo not given)
    . | 2.6% | i | -7.9% | -6.5% | -15.4% | -1.2% | -7.6%
O=C(CSc1cc(Cl)ccc1Cl)NCC1CCCO1 (stereo not given)
    3.7% | -0.5% | -0.4% | -2.0% | 4.2% | 2.9% | 4.9% | -4.0%
CCOC(=O)C1(Cc2ccccc2)CCN(Cc2ccc(COC)o2)CC1
    -0.2% | -7.8% | -10.7% | -3.5% | -3.6% | 0.7% | -2.0% | -3.9%
CC(OC(=O)c1nsc(Cl)c1Cl)C(=O)NCc1cccs1 (stereo not given)
    . | 9.9% | -3.0% | -4.0% | 7.2% | 4.1% | -19.9% | -9.2%
CCOc1ccc(C(=O)Nc2ncccc2Cl)cc1
    5.2% | 8.7% | 10.4% | -3.7% | 1.7% | 3.2% | 4.7% | -14.1%
COC(=O)C1=C(COc2ccc(F)cc2)NC(=O)NC1c1ccc(C)cc1C (stereo not given)
    35.8%[activator] | -8.0% | -2.6% | -6.3% | -2.2% | -19.1% | -3.5% | 2.9%
COc1ccccc1CNS(=O)(=O)c1cnc(N)nc1
    . | 1.6% | . | -15.7% | . | . | -1.0% | 2.7%
CC(=O)c1ccc(N2CCN(c3ccc(S(=O)(=O)N4CCN(C)CC4)cn3)CC2)cc1
    5.7% | 3.0% | -0.1% | -0.8% | 6.3% | 12.7% | -12.6% | -17.0%
COC(=O)CC1C(C)(C)C(OC(C)=O)C2CC3=C4CC(=O)OC(c5ccoc5)[C@]4(C)CCC3[C@@]1(C)C2=O (stereo not given in full)
    . | 5.8% | i | -1.0% | -7.8% | 1.0% | 5.1% | 0.5%
O=C(Nc1ccccc1-c1ccccc1)NC1CC2CCCC(C1)N2CCc1ccccc1 (stereo not given)
    1.0% | -12.4% | -3.8% | -3.6% | 6.3% | -2.3% | -2.8% | 1.0%
Cc1ccc(-c2csc(CC(N)=O)n2)cc1
    ? | 3.8% | 4.6% | 0.1% | 2.2% | 0.6% | 2.9% | -12.4%
Cc1cc(F)ccc1S(=O)(=O)Nc1cc2c(C(=O)O)c(C)oc2c2ccccc12
    . | 0.0% | . | -8.9% | . | . | 2.3% | -14.9%
Cc1cccc(N2CCN(C(=O)c3cnn(-c4ccc(F)cc4F)c3C3CCN(C(=O)OC(C)(C)C)CC3)CC2)c1C
    . | 0.0% | . | -1.5% | . | . | 4.5% | -14.9%
CCc1cccc(NS(=O)(=O)c2ccc3c(c2)N(CC(=O)OC)C(=O)CS3)c1
    . | -5.0% | . | 0.2% | . | . | 0.0% | 2.3%
Cc1cc(NC(=O)CSc2nnc(COc3ccccc3)n2Cc2ccco2)no1
    2.7% | -5.4% | -3.1% | -2.1% | 3.7% | -14.1% | 1.0% | -1.0%
O=C(O)c1cn(-c2ccc(F)cc2)c2cc(N3CCNCC3)c(F)cc2c1=O
    . | 2.5% | -1.8% | 0.0% | ? | 7.2% | -8.8% | -2.7%
CC1=NN(c2nc(-c3ccc(C)cc3)cs2)C(=O)C1N=Nc1ccccc1O (stereo not given)
    12.2% | 10.6% | -13.3% | -6.2% | 3.0% | 60.0%[activator] | -4.3% | 2µM*
O=C(CC(NS(=O)(=O)c1ccc(Cl)cc1)c1ccco1)NCc1cccnc1 (stereo not given)
    2.5% | 3.1% | i | 2.7% | 2.0% | 7.2% | 1.6% | -11.0%
CN(C)S(=O)(=O)c1ccc(C(=O)N2CCN=C2SCc2cccnc2)cc1
    . | -13.1% | i | 1.4% | 1.1% | 5.5% | -26.5% | -16.2%
COc1ccc(-n2c(SCC(=O)NCC3CCCO3)nc3ccccc32)cc1 (stereo not given)
    . | 8.5% | -5.8% | -0.1% | 0.6% | 128.9%[activator] | 2.5% | -14.3%
Cn1c(=O)cc(OCC(=O)N2CCCc3ccccc32)c2ccccc21
    . | 5.4% | 5.4% | -7.3% | -15.2% | 7.9% | -0.7% | -4.8%
O=C(Nc1ccc(C#Cc2ccccc2)cc1)C1CC1
    5.4% | ? | -19.0% | 3.4% | ? | 14.5% | -18.9% | 10.6%
COc1cc(C=O)c(Br)cc1OCC(=O)NCCc1ccccc1
    3.1%[11.4 µM] | -4.5% | i | -4.4% | -19.1% | 13.5% | -3.3% | ?
Cc1[nH][nH]c(=O)c1C=NCc1ccc(Cl)cc1
    20.2% | -0.7% | -1.0% | -0.8% | 13.6% | 3.7% | 8.0% | -7.6%
Nc1nc(NC(=O)c2ccccc2Cl)nn1-c1ccccc1
    -1.6% | -0.1% | -2.9% | -1.2% | 6.7% | 16.5% | 5.7% | 3.4%
O=C(CN(Cc1ccccc1)S(=O)(=O)c1ccc2c(c1)OCCO2)N/N=C/c1ccc(F)cc1
    -10.4% | -17.2% | -8.9% | -0.4% | -7.8% | -3.4% | 8.0% | -0.9%
O=C1C=CC2=C3c4cc(O)c(O)cc4C[C@@]3(O)COC2=C1
    . | ? | 20µM* | 14.4% | 15.8µM* | 0.355µM* | -17.9% | 8.91µM*
O=C(NC1CCCC1)c1cccnc1N1CCCCCC1
    2.0% | 3.1% | -1.0% | 0.4% | 1.3% | 9.0% | -13.4% | -5.5%
CCOC(=O)c1oc2ccccc2c1CSc1nnc(-c2ccco2)o1
    -6.1% | -15.7% | -19.8% | 0.7% | -13.4% | 14.5% | -24.2% | -15.2%
CCOC(=O)C1CCN(C(=O)Cn2cccc2C(=O)c2ccccc2)CC1
    . | 5.5% | -7.9% | 1.3% | -5.8% | 9.1% | -4.5% | -5.5%
CCOc1ccc(C(=O)/C=C/c2ccccc2C(F)(F)F)cc1
    -4.4% | -4.5% | -11.5% | -3.8% | -8.7% | 6.3% | -0.3% | -12.9%
CCN(CC(=O)Nc1c(F)cccc1F)C(=O)CCc1ccc(OC)cc1
    7.2% | -2.0% | -13.9% | 4.3% | 1.8% | 0.7% | 2.2% | -1.3%
COc1ccc(C)cc1NC(=O)Nc1cnccn1
    1.4% | -2.4% | i | -1.4% | ? | 11.2% | 9.5% | -7.4%

# Reprinted at random: two compounds from above
# Sequence of screens: L3MBTL1 block | Tau FP inhib | RECQ1 helicase | TexasRed fluor | KDM4E inh | GoLoco inh red | TRb-SRC2 inh | Tau fibril ThT
O=C(O)c1cn(-c2ccc(F)cc2)c2cc(N3CCNCC3)c(F)cc2c1=O
    . | 2.5% | -1.8% | 0.0% | ? | 7.2% | -8.8% | -2.7%
Cc1cc(F)ccc1S(=O)(=O)Nc1cc2c(C(=O)O)c(C)oc2c2ccccc12
    . | 0.0% | . | -8.9% | . | . | 2.3% | -14.9%

# Screening data deposited in PubChem by National Center for Advancing Translational Sciences (NCATS).
